LMPTP inh = blocks human LMPTP phosphatase. 0.22% of 360,000 active. recombinant LMPTP-A, OMFP fluorogenic substrate, fluorescence intensity. P24666. inhibition, % at 20 µM;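 active means compounds that cut the enzyme signal by at least half of the control window in the single-dose screen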;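 further: plate controls were DMSO wells with enzyme plus substrate for no effect and substrate without enzyme for full effect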
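Test system: LMPTP-A, protein tyrosine phosphatase of low molecular weight; Input: 0.625 nM enzyme; Incubation: 50 min dark incubation at room temperature; Signal: endpoint fluorescence intensity from OMFP dephosphorylation; Read-out basis: % inhibition versus control wells.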
STEP block = inhibitors of human striatal-enriched phosphatase STEP; inhibition, % at 20 µM; recombinant STEP, OMFP fluorogenic substrate, fluorescence; AID 588621; 0.25% of 360,000 active; P54829;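 active means inhibition at 20 µM, scaled per plate between control wells, above about 37%, limit read from the data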;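 further: 0% = DMSO with enzyme and substrate and 100% = substrate only without enzyme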
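medium = Bis-Tris buffer pH 6.0, 2.5 mM DTT, 0.005% Tween 20 | test system = STEP (striatal-enriched tyrosine phosphatase) enzyme, cell-free | measure = normalized % inhibition | compound dosing = 20 µM, 1% DMSO | also added = 25 µM OMFP | schedule = reaction 20 min, ambient temperature | measured by = fluorescence read at 480 nm ex / 540 nm em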
Scp1 inh = Scp-1 (human) phosphatase inhibition; 0.88% of 340,000 active; AID 493091; inhibition, % at 20 µM; Recombinant Scp1, phosphopeptide, malachite green phosphate absorbance;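 active means inhibition above about 50% at 20 µM, limit read from the data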;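 further: plate controls were DMSO wells with enzyme for no effect and wells lacking enzyme for full effect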
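Test system: SCP-1 phosphatase catalytic domain, residues 76-261 | Compound dosing: One concentration, 20 µM, with 1.0% DMSO | Schedule: 45 min room-temperature reaction, 5 min colour, 30 min stabiliser | Detection: Absorbance at 630 nm | Read-out basis: % inhibition of SCP-1 phosphate liberation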
PABP1 MLLE inh = blocks PAM2 peptide binding to the PABP1 MLLE domain | P11940 | GST-MLLE / FITC-PAM2 fluorescence polarization | inhibition, % at 20 µM | 0.36% of 360,000 active | AID 588489; in the data active means inhibition above about 35%, passing the limit was not always enough;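 further: plate controls were DMSO wells with GST-MLLE for no effect and wells lacking GST-MLLE protein for full effect; some results filed as inactive read as strong as hits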
Target sequence (P11940 whole entry, looked up, the tested form may be a part): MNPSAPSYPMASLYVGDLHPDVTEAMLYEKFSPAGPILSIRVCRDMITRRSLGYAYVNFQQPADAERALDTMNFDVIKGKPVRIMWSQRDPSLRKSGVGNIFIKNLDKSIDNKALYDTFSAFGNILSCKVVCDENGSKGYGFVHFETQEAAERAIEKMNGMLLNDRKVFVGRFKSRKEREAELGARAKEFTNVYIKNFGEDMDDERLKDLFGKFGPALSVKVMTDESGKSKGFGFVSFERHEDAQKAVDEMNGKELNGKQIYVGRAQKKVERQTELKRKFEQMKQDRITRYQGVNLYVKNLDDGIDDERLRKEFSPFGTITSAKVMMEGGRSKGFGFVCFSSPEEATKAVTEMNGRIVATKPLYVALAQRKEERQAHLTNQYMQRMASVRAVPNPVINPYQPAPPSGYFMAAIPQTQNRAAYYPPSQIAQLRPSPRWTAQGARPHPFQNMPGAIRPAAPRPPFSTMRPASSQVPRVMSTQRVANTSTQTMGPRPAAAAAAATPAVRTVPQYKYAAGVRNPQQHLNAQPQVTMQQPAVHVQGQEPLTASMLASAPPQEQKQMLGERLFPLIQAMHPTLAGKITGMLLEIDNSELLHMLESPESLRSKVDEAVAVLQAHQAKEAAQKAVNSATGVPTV
SUMO1 PPI mod = modulators of human SUMO1-mediated protein-protein interactions. P63165. SUMO1 binding to a labelled peptide, TR-FRET, 1 h. inhibition, % at 20 µM. 0.33% of 360,000 active. AID 602429; in the data active means inhibition above about 37%
Target sequence (P63165 whole entry, looked up): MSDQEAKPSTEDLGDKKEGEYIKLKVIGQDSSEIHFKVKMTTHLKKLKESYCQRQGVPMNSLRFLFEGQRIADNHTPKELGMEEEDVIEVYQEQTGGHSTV
TbMetRS inhib = blocks T. brucei methionyl-tRNA synthetase activity; purified T. brucei MetRS, ATP depletion, Kinase-Glo luminescence; inhibition, % at 11.9 µM; 0.4% of 360,000 active; AID 624268;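 active means inhibition above a per-plate cutoff of the control wells' mean inhibition plus 3 SD, cut at about 5.5% in these data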;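 further: 0% = DMSO wells median and 100% = median of wells with control inhibitor compound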
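Dosing: 11.9 µM single point; system: parasite MetRS enzyme; technique: luminescence of leftover ATP; times: 15 min enzyme-compound preincubation, 2 h reaction, 10 min detection, 25 °C; replicates: each compound tested once; read-out basis: percent inhibition relative to median high and low control wells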
DNMT1 block = inhibitors of human DNMT1. AID 588458. DNMT1 molecular beacon, Hinp1I cleavage, fluorescence. 0.83% of 360,000 active. P26358. inhibition (reported as % activation of signal), % at 10 µM; in the data active means inhibition above about 50%
CSN deneddyl inh = inhibitors of human CSN-mediated cullin deneddylation. 0.38% of 360,000 active. Q92905. AID 651999. inhibition, % at 12.5 µM. Purified CSN, SCF-Nedd8-OG deneddylation, fluorescence polarization;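 active means pattern-corrected inhibition above about 35%, with an unprinted fluorescence ratio check between 0.5 and 1.5, limit read from the data, passing the limit was not always enough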;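 further: 0% = enzyme with substrate and 100% = substrate without enzyme; some results filed as inactive read as strong as hits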
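Material: purified human Csn5 enzyme expressed in HEK293T cells / Medium: Tris buffer pH 7.5, NaCl, DTT, Tween-20, trehalose, ovalbumin / Compound dosing: 12.5 µM single point / Schedule: 90 min incubation of compound, enzyme and substrate at room temperature / Signal: fluorescence polarization of the substrate / Control set: no-enzyme wells high, enzyme-with-substrate wells low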
Rpn11 inh = inhibitors of human proteasome Rpn11 | O00487 | human 26S proteasome, Ub4-pepOG fluorescence polarization; 20S core pre-blocked with epoxomicin | calls only at 20 µM | 0.59% of 360,000 active | AID 588493;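 active means inhibition at 20 µM, scaled to each plate's controls, above about 33%, limit read from the data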
Target sequence (O00487 whole entry, looked up): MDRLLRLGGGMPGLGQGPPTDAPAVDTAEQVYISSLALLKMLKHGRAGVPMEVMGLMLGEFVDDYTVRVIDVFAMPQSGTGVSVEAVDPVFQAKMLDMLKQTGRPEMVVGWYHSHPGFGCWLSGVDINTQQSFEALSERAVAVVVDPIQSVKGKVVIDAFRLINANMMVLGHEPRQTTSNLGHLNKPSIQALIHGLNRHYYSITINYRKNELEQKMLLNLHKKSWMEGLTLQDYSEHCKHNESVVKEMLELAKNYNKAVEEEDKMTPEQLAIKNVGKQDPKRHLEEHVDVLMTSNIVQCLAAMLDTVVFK
NadD inh = blocks S. aureus nicotinate mononucleotide adenylyltransferase; 0.78% of 360,000 active; inhibition, % at 20 µM; purified NadD enzyme, colorimetric absorbance read-out; in the data active means inhibition above about 26%; further: some compounds past the cut are filed as inactive
Active calls of the source: *; i = inactive; x = not tested or not shown. No enrichment for hits; overall some 3.6% were active at least once.

The line under a structure holds: LMPTP inh	STEP block	Scp1 inh	PABP1 MLLE inh	SUMO1 PPI mod	TbMetRS inhib	DNMT1 block	CSN deneddyl inh	Rpn11 inh	NadD inh
1	COc1ccc(CCN2CCCC(CN(C)Cc3cc(OC)c(OC)c(OC)c3)C2)cc1 (stereo not drawn)
→ -3.4	-1	-7	3	-5	0.2	-2	-4	i	-5
2	Cc1ccc(C)c(NS(=O)(=O)c2cc3c4c(c2)CC(=O)N4CCC3)c1
→ 0.6	-1	-7	-1	4	-0.4	-1	-1	i	3
3	COc1ccc(N2CCN(C(=O)c3ccc(NS(=O)(=O)c4cccc(F)c4)cc3)CC2)cc1
→ 0.6	-1	-1	-5	2	-0.2	-15	-10	i	-6
4	CC1=CC(=O)N(c2cccc3c(N4C(=O)C=C(C)C4=O)cccc23)C1=O
→ 9.8	3	15	-4	4	-0.2	6	3	i	58*
5	O=C(CCCn1c(=O)[nH]c2ccsc2c1=O)N1CCN(Cc2ccc3c(c2)OCO3)CC1
→ 3.7	-1	-7	-11	1	0.6	2	3	i	0
6	O=C(Nc1cc(=O)[nH]c2ncnn12)c1ccco1
→ -2.1	0	6	7	4	-0.2	1	4	i	-2
7	COc1ccc(N(CC(=O)NC2CCCCC2)C(=O)c2ccc(C)s2)cc1OC
→ -0.1	-4	5	11	4	-0.8	4	-2	i	-3
8	CCN(CC)c1ccc([C@H]2[C@@H]3CCCC[C@]3(O)CCN2CC(=O)NCc2ccco2)cc1
→ -1.4	0	-5	-4	-4	-1.4	-1	1	i	-3
9	Nc1nonc1OCCN1CCN(c2ccc([N+](=O)[O-])c3cccnc23)CC1
→ -1.0	-2	-4	3	-34	0.3	-8	-1	i	2
10	Cc1ccc(-c2nnc(C)c(N3CCOCC3)n2)cc1
→ -1.4	2	-4	-2	-2	-1.1	0	0	i	-7
11	CSCCCN1CCC(n2nccc2NC(=O)CCCc2ccccc2)CC1
→ 0.0	0	1	8	2	-0.3	0	-3	i	-2
12	CCCNC(=O)NC(=O)CSc1nc2cc(C(=O)OC)ccc2c(=O)n1-c1ccccc1
→ 0.5	2	-3	-41	0	-0.8	6	-1	i	6
13	COC(=O)c1nn(-c2c(C)n(C)n(-c3ccccc3)c2=O)cc1O
→ -2.0	0	-3	-8	-1	-1.0	2	-1	i	-5
14	CNC(=O)COc1ccc(Nc2nnc(-c3ccc(C)c(S(N)(=O)=O)c3)c3ccccc23)cc1
→ -0.6	-1	-15	-9	-17	-0.5	-4	0	i	0
15	Cc1ccc(C(=O)NC(=S)NCC(=O)c2ccccc2)cc1
→ 1.0	-3	-7	24	0	-0.4	-1	3	i	-5
16	O=C(Cc1ccccc1)Nc1ccc(NC(=S)NC(=O)c2ccccc2)cc1
→ 1.1	4	-7	21	6	0.0	-5	1	i	-10
17	Cc1ccc(NC(=O)CNC(=O)c2ccc(C)o2)cc1
→ -1.6	-3	-9	12	4	0.0	-1	-4	i	-1
18	CN(CC(=O)OCC(=O)NC(=O)c1cccn1C)S(=O)(=O)c1ccc(Cl)cc1
→ -2.5	-1	-9	-1	2	-0.9	-14	4	i	-6
19	CCNS(=O)(=O)c1ccc(NC(=O)Cc2ccc(F)cc2)cc1
→ -1.4	7	-10	4	1	0.0	-7	4	i	-2
20	Cc1nnc(N(C)C(=O)c2cnccn2)s1
→ 0.1	-6	4	0	-3	-0.6	0	0	i	0
21	COc1ccc([N+](=O)[O-])cc1CSc1nnc(NC(C)=O)s1
→ 1.3	1	-9	25	4	-0.7	4	11	i	-3
22	O=C(c1ccco1)N1CCN(C2CN(Cc3ccc([N+](=O)[O-])cc3)S(=O)(=O)C2)CC1 (stereo not drawn)
→ -0.1	2	x	-3	-5	-0.2	-1	0	i	-4
23	COc1ccc(OCCNc2cc(Cl)ccc2[N+](=O)[O-])cc1
→ 1.0	0	-4	-71	-6	-0.8	-14	47*	x	0
24	O=C(Nc1ccc(S(=O)(=O)Nc2nccs2)cc1)c1ccccc1OC(F)F
→ -0.9	-1	-8	-3	5	-0.2	3	-2	i	0
25	O=C(CCCOc1ccc(Cl)cc1)N1CCOCC1
→ -1.6	0	-7	6	5	0.6	1	0	i	-3
26	Cc1ccc(NC(=O)C2CCCN2S(=O)(=O)c2cccc3cccnc23)cc1F (stereo not drawn)
→ -1.3	2	-9	1	5	-0.9	0	1	i	7
27	Cc1ccc(NCC(=O)N/N=C/c2ccncc2)cc1
→ -0.7	-2	-6	15	-8	-0.5	1	-3	i	2
28	O=C(NCC(c1cccs1)N1CCOCC1)C1CCN(S(=O)(=O)c2ccccc2C(F)(F)F)CC1 (stereo not drawn)
→ 0.0	-2	4	8	2	-0.1	-1	3	i	-6
29	COCCN(CCOC)S(=O)(=O)c1ccc(/C(O)=C(\C#N)c2nc3ccccc3[nH]2)cc1
→ -0.2	-1	-10	-7	-7	-0.3	-2	7	i	5
30	Cc1ccc(NC(=O)NCc2cccnc2)cc1
→ 0.5	-2	-5	8	-2	0.1	1	-3	i	-2
31	C[C@]12CCC3C(CC[C@H]4CC(O)CC[C@]34C)C1CC/C2=N/NC(=O)c1ccncc1 (stereo partly drawn)
→ -2.4	-2	-12	6	-1	-0.6	0	-1	i	-1
32	Cc1ccc2nc(C)c(Cl)c(=O)n2c1
→ -2.7	1	-2	-5	-12	0.4	2	-4	i	2
33	Cc1cc(OCC(=O)NCCc2ccc(Cl)cc2)c2c(C)cc(=O)oc2c1
→ 0.4	-1	5	6	-4	-1.2	3	3	i	2
34	C#CCNC(=O)C[C@@H]1C[C@@]2(C(=O)OC)CC(C)(C)CC=C2N(Cc2cccc3ccccc23)C1=O
→ 0.2	x	x	x	1	-1.0	x	-5	x	x
35	Cc1c(C(=O)NCc2ccc3c(c2)OCCO3)sc(=O)n1Cc1ccc2c(c1)OCO2
→ 1.9	0	x	-4	4	0.4	-2	-3	i	-4
36	COc1ccc(C(=O)N2C=Cc3ccccc3C2C(N)=O)cc1 (stereo not drawn)
→ -0.5	-1	x	0	0	-0.3	4	-3	i	0
37	Clc1ccc(COn2c(-c3ccccc3)nc3ccccc32)cc1
→ 2.6	0	0	-1	-4	-0.6	0	-4	i	1
38	Cc1[nH][nH]c(=O)c1N=Nc1ccc(S(N)(=O)=O)cc1
→ -6.6	-1	5	3	-40	-0.4	-7	-4	i	-4
39	CCOC(=O)C1=C(O)/C(=C\c2ccc(O)c(OCC)c2)N=C1C
→ 0.1	-4	-9	-21	-11	0.7	1	11	i	-1
40	Cc1[nH]n(-c2cccc3ccccc23)c(=O)c1C=Nc1ccc2[nH]c(=O)[nH]c2c1
→ 1.2	2	9	3	4	-0.4	-2	-2	i	5
41	Cc1nnc(SCC(=O)NC2CCCCC2C)s1 (stereo not drawn)
→ -1.2	0	-9	-1	4	-1.0	3	-2	i	4
42	COc1ccc(CC(=O)Oc2ccc(C)cc2C)cc1
→ 2.3	0	-18	-13	2	-0.6	7	1	i	-11
43	CCOCCCNC(=O)C1CCN(C(=O)N(C)C)CC1
→ 0.0	-1	2	-4	2	-0.8	-1	-2	i	-3
44	Cc1ccc(Sc2ncccc2/C=N/O)cc1
→ 0.1	0	-7	-15	0	-0.3	-2	-12	i	-8
45	Cc1ccsc1CN(C)c1ncnc2ccc(-c3ccoc3)cc12
→ 5.9	3	x	-12	3	-2.1	-1	9	i	7
46	COc1ccc(C)cc1NC(=O)C(OC(=O)c1cnc(C)cn1)c1ccccc1 (stereo not drawn)
→ 0.4	0	-8	-12	1	-0.6	0	5	i	-10
47	Cc1nc2nc(COc3ccccc3)[nH]n2c(=O)c1C
→ -1.5	3	-11	-3	-1	-0.2	0	-6	i	5
48	COc1ccccc1-n1c(SCC(=O)N2CCOCC2)nc2ccccc2c1=O
→ -0.4	1	-1	0	1	0.2	2	0	i	-11
49	COc1cc(C(=O)NC(c2ccccc2)c2ccccc2)cc(Cl)c1OC
→ 0.8	0	-6	8	2	0.0	-6	-4	i	-2
50	CCCn1c(C(C)Nc2nc(-c3cccc(Br)c3)cs2)nc2ccccc21 (stereo not drawn)
→ 1.3	2	-3	-11	-3	0.2	-9	0	i	5
51	CC(C)NC(=O)/C(C#N)=C/c1ccc2c(c1)OCCO2
→ -2.2	4	-4	-2	-9	-0.9	-4	3	i	3
52	Cc1ccnc(NC(=O)CNC(=O)c2cccs2)c1
→ -0.7	-1	-3	-9	-3	-0.4	0	-1	i	-3
53	Cc1cc2c(cc(C(=O)OCC(=O)NCc3ccco3)n2C)s1
→ 0.9	1	-4	-6	3	0.4	3	2	i	0
54	CC(C)n1ncc(N2CCOCC2)c(Cl)c1=O
→ 1.5	-3	6	-10	3	-2.2	6	-2	i	0
55	O=C(CN1C(=O)NC2(CCCc3ccccc32)C1=O)Nc1ccccc1OC(F)F (stereo not drawn)
→ -0.1	-3	-9	-27	1	-0.4	1	-4	i	3
56	Cc1sc(N/N=C/C=C/c2ccccc2)nc1-c1ccccc1
→ 0.8	2	11	-10	-7	-0.6	-6	6	i	22
57	Cc1ccc(Oc2ccc(Oc3ccc(C)cc3)nn2)cc1
→ -1.3	-2	-2	-3	3	0.1	6	-2	i	1
58	COP(=O)(c1ccc(N(C)C)cc1)C(O)c1ccccc1 (stereo not drawn)
→ 0.1	2	-9	11	0	-0.4	-1	0	i	-1
59	CC(C)NCCCCOc1cccc(Br)c1
→ -1.4	0	-6	11	1	0.2	-3	0	i	-1
60	CCOC(=O)c1c(C)[nH]c(C(=O)COC(=O)c2oc3ccccc3c2C)c1C
→ -1.5	2	-18	8	-1	-0.7	6	-3	i	-3
61	N#CCSc1nc(N)c(C#N)c(C2CCCCC2)c1C#N
→ 2.2	-2	-9	2	0	-1.5	0	1	i	-11
62	CCCCCCCCN1C(=O)[C@H](CC(=O)N2CCN(C(=O)OCC)CC2)C[C@@]2(C(=O)OC)CC(C)(C)CC=C12
→ 2.5	x	x	x	3	-1.4	x	2	x	x

Entries of single compounds as entered above. Order of screens: LMPTP inh, STEP block, Scp1 inh, PABP1 MLLE inh, SUMO1 PPI mod, TbMetRS inhib, DNMT1 block, CSN deneddyl inh, Rpn11 inh, NadD inh
CCCn1c(C(C)Nc2nc(-c3cccc(Br)c3)cs2)nc2ccccc21 (stereo not drawn) is entered as 1.3, 2, -3, -11, -3, 0.2, -9, 0, i, 5
CCOCCCNC(=O)C1CCN(C(=O)N(C)C)CC1 is entered as 0.0, -1, 2, -4, 2, -0.8, -1, -2, i, -3

Screening data deposited in PubChem by several laboratories.
